Screening results: PubChem, several laboratories
ABHD4 inh: ABHD4 inhibitors, primary screen, biochemical, fluorescence polarization, mouse; purified mABHD4, FP-Rh probe fluorescence polarization; inhibition, % at 8.92 µM; actives 0.54% (n = 370,000); AID 720543, 2013;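 active = inhibition exceeding the mean over every tested compound plus 3 SD, cut at about 30% in these data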;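 note: 0% = plate median of compound wells and 100% = S159A mutant with DMSO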
Target sequence (Q8VD66 whole entry, looked up): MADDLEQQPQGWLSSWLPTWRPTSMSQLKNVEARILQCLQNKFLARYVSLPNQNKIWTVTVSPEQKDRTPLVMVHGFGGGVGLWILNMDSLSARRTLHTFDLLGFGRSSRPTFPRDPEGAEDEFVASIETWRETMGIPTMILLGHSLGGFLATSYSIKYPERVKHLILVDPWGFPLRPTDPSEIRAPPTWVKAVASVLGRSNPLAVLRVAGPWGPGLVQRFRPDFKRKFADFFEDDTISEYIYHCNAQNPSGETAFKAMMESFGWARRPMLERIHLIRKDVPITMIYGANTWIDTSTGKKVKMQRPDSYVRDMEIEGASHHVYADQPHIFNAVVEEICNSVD
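Material: mouse ABHD4 enzyme, wild type; Benchmarks: S159A mutant high control, sample median low control; Buffer or medium: HEPES pH 7.0, NaCl, Pluronic buffer; Signal: fluorescence polarization; Read-out: percent inhibition of probe binding, normalized to plate controls; Timing: pre-incubation 45 min, probe exposure 60 min, at 25 °C; Dosing: 8.92 µM, single dose.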
NPR1 activator: GC-A stimulated cGMP production enhancers – HEK293 GC-A cells, cGMP TR-FRET, EC30 ANP, primary screen. activation, % at 10 µM. 0% at EC30 ANP, 100% saturating ANP. actives 0.14% (n = 370,000); in the data active = activation above about 40%
rCAG RNA binder: binders of r(CAG) RNA repeats, primary screen, biochemical, fluorescence; actives 1.3% (n = 370,000); r(CAG) RNA repeat, TO-PRO-1 dye displacement fluorescence; inhibition, % at 3 µM; AID 651821, 2012;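 active = inhibition above the plate cutoff, the mean of all test compounds on that plate plus 3 SD, cut at about 35% in these data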;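 note: 0% = DMSO alone and 100% = 100 µM mitoxantrone as full dye displacement; higher means more dye released from RNA so lower well fluorescence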
ARFGAP1 inh: inhibitors of rat ARFGAP1 GAP activity, primary screen, biochemical, fluorescence polarization, GDP tracer | Arfgap1-stimulated ARF1 GTP hydrolysis, GDP FP detection | inhibition, % at 16.5 µM | actives 0.26% (n = 360,000) | AID 651572, 2012;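 active = inhibition above a per-plate limit, mean inhibition of low control wells plus 3 SD, cut at about 25% in these data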;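 note: 0% = DMSO wells with enzyme and 100% = wells lacking Arfgap1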
Target sequence (Q62848 1-136 limits assumed): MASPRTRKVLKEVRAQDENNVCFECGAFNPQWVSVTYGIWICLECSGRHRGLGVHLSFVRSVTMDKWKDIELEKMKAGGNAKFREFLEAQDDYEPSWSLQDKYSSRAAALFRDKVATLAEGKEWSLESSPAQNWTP
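Repeats: one replicate per compound; assay system: rat Arfgap1 catalytic domain, aa 1-136; times: enzyme reaction 120 min at 25 °C after 20 min preincubation; detection: FP of antibody-bound GDP Alexa 633 tracer, ex 620/em 688 nm; benchmarks: high control wells lacking Arfgap1, low control full reaction with DMSO; reagent: human ARF1(Δ1-17)-GTP substrate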
HTRA1 inhibitor: HTRA1 serine protease inhibitors, primary screen, biochemical, fluorescence polarization, HTS; Q92743; recombinant HTRA1, FP-rhodamine activity-based probe; inhibition, % at 5.96 µM; actives 0.5% (n = 340,000); in the data active = inhibition above about 36%;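 note: 0% = enzyme with DMSO and 100% = wells lacking enzyme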
SMARCA2 act: SMARCA2 (BRM) function activators, primary screen, cell-based, luminescence, high throughput; MG213 cells, MMTV-luciferase reporter, dexamethasone, overnight; actives 1% (n = 370,000); activation, % at 9.1 µM; in the data active = activation above about 7.8%;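 note: 0% = vehicle wells and 100% = reference activator wells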
ASAP1 inh: inhibitors of human ASAP1 ArfGAP activity, primary screen, biochemical, fluorescence polarization; Arf-GAP with SH3 domain, ANK repeat and PH domain-containing protein 1 (Homo sapiens), …; ASAP1-stimulated ARF1 GTP hydrolysis, GDP FP detection; inhibition, % at 16.5 µM; actives 0.19% (n = 360,000); AID 624377, 2012; in the data active = inhibition above about 25%;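 note: 0% = vehicle with enzyme and substrate and 100% = no enzyme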
Target sequence (Q9ULH1 325-724 limits assumed): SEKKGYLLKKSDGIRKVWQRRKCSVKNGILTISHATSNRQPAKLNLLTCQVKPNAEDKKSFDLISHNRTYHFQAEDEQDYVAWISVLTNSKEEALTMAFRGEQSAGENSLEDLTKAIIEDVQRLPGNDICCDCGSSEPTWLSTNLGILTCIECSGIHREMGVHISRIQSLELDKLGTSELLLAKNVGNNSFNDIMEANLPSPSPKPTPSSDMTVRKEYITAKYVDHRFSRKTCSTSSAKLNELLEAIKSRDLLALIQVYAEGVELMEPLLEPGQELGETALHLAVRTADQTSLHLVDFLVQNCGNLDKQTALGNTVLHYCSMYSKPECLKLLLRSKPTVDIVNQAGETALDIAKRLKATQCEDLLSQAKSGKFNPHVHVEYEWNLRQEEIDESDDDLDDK
Rev-erbA mod: modulators of Rev-erb alpha DNA binding, primary screen, biochemical, FITC-DNA, fluorescence polarization, uHTS | Nuclear receptor subfamily 1 group D member 1 (Homo sapiens), P20393 | Rev-erbα–FITC-DNA binding, 90 min | activity, % at 10 µM | actives 0.79% (n = 370,000) | AID 1259318, 2017;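 active = activity above about 14%, limit read from the data; passing the limit was not always enough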;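 note: 0% = DMSO wells with 35 nM protein and 100% = DMSO wells with 750 nM protein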
GC-B act: human GC-B receptor activators, primary screen, HEK293 GC-B cells, cGMP TR-FRET, EC30 CNP | actives 0.11% (n = 370,000) | 0% at EC30 CNP, 100% saturating CNP | activation, % at 10 µM;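 active = activation at 10 µM reaching about 35% in either raw or pattern-adjusted values, limit read from the data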
PG9 Ab binder: binders of HIV-1 gp120 antibody PG9, primary screen, biochemical, TR-FRET; inhibition, % at 6.7 µM; HIV-1 gp120 / PG9 antibody interaction; actives 0.43% (n = 360,000); AID 624416, 2012; TR-FRET gp120-PG9 antibody binding; in the data active = inhibition above about 8.5%
The depositor's hits bear a star; · = not tested or not shown.

smiles | ABHD4 inh | NPR1 activator | rCAG RNA binder | ARFGAP1 inh | HTRA1 inhibitor | SMARCA2 act | ASAP1 inh | Rev-erbA mod | GC-B act | PG9 Ab binder
Cc1ccc(CN2CC(C(=O)N(Cc3nnc(-c4ccccc4Cl)o3)C3CC3)CC2=O)cc1 (configuration not stated) | 0 | 1 | -5 | -2 | -7 | 0 | -12 | 8 | 1 | -1.7
O=C(CN(Cc1ccc(F)cc1)C(=O)c1ccco1)NCc1ccc(F)cc1 | -4 | -8 | -1 | -12 | -1 | 3 | -6 | -2 | 5 | 0.7
NS(=O)(=O)c1ccc(NC(=S)NC(=O)c2cccnc2)cc1 | 9 | 1 | -1 | -1 | · | 2 | 13 | 3 | -5 | -0.2
CCOc1ncccc1C(=O)Nc1cccc(C(=O)Nc2cccc(S(=O)(=O)CCO)c2)c1 | 3 | 11 | 10 | -1 | -8 | -1 | 16 | -7 | 13 | -0.8
Cc1cc(OCC(=O)OCC(=O)N2CCCc3ccccc32)ccc1Cl | -1 | 1 | 2 | 0 | -12 | 2 | 1 | 4 | 5 | 0.5
NC(c1csc(Nc2ccc(C(=O)NCCCO)cn2)n1)c1ccccc1Cl (configuration not stated) | -7 | -1 | 3 | -3 | · | 5 | 4 | 4 | -2 | -2.1
CCC(C)c1ccc(NC(=S)N2CCCC2)cc1 (configuration not stated) | 2 | 1 | -2 | -4 | 0 | -1 | -6 | -1 | 3 | -2.5
CN(Cc1ccccc1)S(=O)(=O)c1cc2c3c(c1)CCN3C(=O)CC2 | 1 | 0 | -1 | 7 | -3 | -1 | -5 | 3 | 4 | -1.0
CCc1c(C)sc(NC(=O)c2cc(C(C)C)on2)c1C#N | 7 | -1 | 8 | 7 | -2 | 2 | 0 | -3 | -3 | -3.4
Cc1ccnc(NS(=O)(=O)c2ccc(NC(=O)CN3C(=O)c4ccccc4S3(=O)=O)cc2)n1 | -10 | 1 | 9 | 0 | 5 | 0 | 4 | -2 | -4 | 0.8
CCC(=O)c1ccc(Oc2nc3c(c(=O)n(C)c(=O)n3C)n2CC)cc1 | 6 | -1 | -8 | 3 | -13 | -2 | -7 | -2 | -2 | 0.4
CCC(=O)N/N=c1/sc2ccccc2n1C | 0 | 6 | 0 | 2 | 2 | -2 | 8 | 4 | 0 | -2.0
CCOC(=O)C(C(=O)OCC)C(C#N)c1ccccc1 (configuration not stated) | -1 | 2 | -4 | 4 | 7 | -3 | -2 | 3 | -5 | -0.2
CCOC(=O)COn1c(=O)c(-c2cccs2)[n+]([O-])c2ccccc21 | 8 | -4 | 2 | 4 | 42* | 1 | -1 | 2 | -2 | -5.2
COc1ccc(CC(=O)Nc2c3c(nn2-c2cccc(Cl)c2)CS(=O)C3)cc1 (configuration not stated) | 2 | 4 | -2 | -14 | -2 | -1 | -10 | 4 | 1 | -1.9
CCc1noc(C)c1C(=O)N1CCN(S(=O)(=O)c2ccc(C)cc2)CC1 | 2 | 3 | -4 | 3 | -2 | -2 | -4 | 3 | 2 | -0.1
OC(c1cccnc1)c1cccs1 (configuration not stated) | 7 | 6 | -2 | 9 | -3 | 0 | -5 | -1 | 4 | -0.2
CCN1C(=O)C(CC(=O)Nc2cc(C)ccc2C)SC1=Nc1ccc(S(N)(=O)=O)cc1 (configuration not stated) | -9 | -3 | 6 | 6 | -1 | -4 | 2 | 1 | 1 | -1.0
CN1CCN(C(=O)CCCOc2ccc(Cl)cc2Cl)CC1 | -12 | 13 | 5 | 9 | 1 | -3 | -8 | -3 | 0 | 0.8
COc1ccc(C2=Nn3c(nnc3-c3ccncc3)SC2)cc1 | 7 | 11 | -3 | 0 | 1 | -4 | 0 | -6 | 3 | -0.2
NC(=O)c1nsc(C(=O)N(c2cccc(F)c2)C(C(=O)NC2CCCC2)c2ccc(O)cc2)c1N (configuration not stated) | 0 | -25 | 7 | 14 | -2 | -1 | 14 | 9 | -9 | 6.0
CN1C(C(=O)c2ccccc2)=C(N)c2ccccc2S1(=O)=O | -5 | -2 | -3 | -6 | 5 | 0 | -12 | 7 | -2 | 1.2
O=C(N/N=C/c1ccc(Br)s1)c1ccc([N+](=O)[O-])cc1 | -1 | -3 | 0 | 12 | 20 | 4 | 36* | -20 | -13 | -0.5
CCc1noc(C)c1C(=O)N1CCCC(CCC(=O)NCc2cccc(OC)c2)C1 (configuration not stated) | -4 | -4 | -3 | 9 | -1 | -2 | -21 | -5 | -6 | -0.4
CN(C(=S)NC(=O)C12CC3CC(CC(C3)C1)C2)c1ccc(O)cc1 | 41* | -5 | 8 | -2 | 11 | -1 | 1 | -6 | 3 | -2.4
Cc1ccc(C)c(NC(=O)CN2C(=O)CCSc3ccccc32)c1 | 6 | -10 | 4 | · | · | -1 | · | -2 | -21 | ·
CCCCc1c(-c2ccc(Br)cc2)ncn1CCc1ccccc1OC | -1 | -14 | 5 | 11 | · | -9 | 5 | 2 | -3 | -2.7
CSC1=NSC2=NC(=O)/C(=C\c3cccs3)C(=N)N12 | -7 | 4 | 13 | 5 | -4 | 2 | -6 | -5 | 2 | -1.4
CN(C)CCCN(C(=O)c1cc2ccccc2oc1=O)c1nc2ccc(F)cc2s1 | 4 | -3 | 3 | 2 | 0 | 1 | -3 | -6 | -3 | 2.8
O=C(CCc1ccccc1)Nc1ccc2c(c1)OCO2 | 0 | -2 | 0 | -8 | -8 | 1 | -8 | 3 | 2 | -0.6
Clc1cccc(CNc2ccn3nc(-c4ccc(OCCN5CCOCC5)cc4)cc3n2)c1 | -28 | -5 | 2 | 13 | · | -2 | 20 | 0 | 0 | -0.6
N#Cc1cc(-c2ccccc2)c[nH]c1=O | 10 | 7 | 0 | 7 | -1 | -2 | -5 | 7 | 0 | -0.6
COC(=O)/C(=C\Nc1ccccc1N)c1ncc(C(F)(F)F)cc1Cl | 0 | 0 | -1 | 6 | -6 | 7 | 4 | -1 | -3 | -1.3
N#C/C(=C/c1ccc(O)c([N+](=O)[O-])c1)C(=O)Nc1ccccc1 | 1 | 2 | 10 | 0 | -7 | 3 | 8 | 8 | -8 | -2.2
O=C(Cn1cc(S(=O)(=O)N2CCN(c3ccccc3F)CC2)c2ccccc2c1=O)NCCCN1CCCCCC1 | 0 | -5 | 5 | 8 | -13 | 3 | 12 | 0 | 1 | -0.2
COc1ccc(N(CC(=O)N2CCC(Cc3ccccc3)CC2)S(C)(=O)=O)cc1 | -4 | -4 | -10 | 19 | -4 | -5 | -1 | -3 | -4 | -0.5
CC(C)C(NC=C1C(=O)OC(C)(C)OC1=O)C(=O)O (configuration not stated) | 2 | 4 | -1 | -9 | 7 | -1 | 15 | 0 | 4 | -1.2
O=[N+]([O-])c1cc(/C=N\Nc2ccccn2)ccc1Cl | 9 | 5 | 6 | -7 | 6 | 3 | 8 | 4 | -1 | -1.3
CC(c1ccccc1)n1cnc2ccccc21 (configuration not stated) | -2 | -2 | -1 | -6 | 5 | -2 | -6 | -3 | -1 | 0.9
COc1ccc(N2CCN(C(=O)c3ccc4c(c3)CC(c3ccccc3)OC4=O)CC2)cc1 (configuration not stated) | -7 | 1 | 2 | 5 | 0 | -1 | 11 | 1 | 3 | -1.1
COc1cccc(C(=O)Nc2ccc(NC(=O)C3CC3)nc2)c1 | 2 | 0 | -1 | 6 | 0 | 0 | -2 | 1 | -1 | -1.9
CC(=O)Nc1ccc(CCCCc2ccccc2)cc1 | -10 | -1 | 0 | -7 | -27 | -2 | 17 | -1 | -4 | 2.7
O/N=C/c1cc(Br)cc(Br)c1OCc1ccccc1 | -49 | -4 | 4 | 4 | -33 | 0 | 3 | -2 | -9 | -0.8
C=CCn1c(C)cc(C(=O)COC(=O)COc2ccccc2C#N)c1C | 1 | -2 | -6 | 8 | -8 | 1 | -6 | 3 | -6 | -2.1
CC(=O)OCCC(C)C | 7 | 2 | 0 | 10 | -3 | 1 | -15 | -2 | -4 | 1.3

In the list so far, 8 contain a Cl atom.
smiles | ABHD4 inh | NPR1 activator | rCAG RNA binder | ARFGAP1 inh | HTRA1 inhibitor | SMARCA2 act | ASAP1 inh | Rev-erbA mod | GC-B act | PG9 Ab binder
Cc1ccc(CN2CC(C(=O)N(Cc3nnc(-c4ccccc4Cl)o3)C3CC3)CC2=O)cc1 (configuration not stated) | 0 | 1 | -5 | -2 | -7 | 0 | -12 | 8 | 1 | -1.7
Cc1cc(OCC(=O)OCC(=O)N2CCCc3ccccc32)ccc1Cl | -1 | 1 | 2 | 0 | -12 | 2 | 1 | 4 | 5 | 0.5
NC(c1csc(Nc2ccc(C(=O)NCCCO)cn2)n1)c1ccccc1Cl (configuration not stated) | -7 | -1 | 3 | -3 | · | 5 | 4 | 4 | -2 | -2.1
COc1ccc(CC(=O)Nc2c3c(nn2-c2cccc(Cl)c2)CS(=O)C3)cc1 (configuration not stated) | 2 | 4 | -2 | -14 | -2 | -1 | -10 | 4 | 1 | -1.9
CN1CCN(C(=O)CCCOc2ccc(Cl)cc2Cl)CC1 | -12 | 13 | 5 | 9 | 1 | -3 | -8 | -3 | 0 | 0.8
Clc1cccc(CNc2ccn3nc(-c4ccc(OCCN5CCOCC5)cc4)cc3n2)c1 | -28 | -5 | 2 | 13 | · | -2 | 20 | 0 | 0 | -0.6
COC(=O)/C(=C\Nc1ccccc1N)c1ncc(C(F)(F)F)cc1Cl | 0 | 0 | -1 | 6 | -6 | 7 | 4 | -1 | -3 | -1.3
O=[N+]([O-])c1cc(/C=N\Nc2ccccn2)ccc1Cl | 9 | 5 | 6 | -7 | 6 | 3 | 8 | 4 | -1 | -1.3

An unsorted share of the library; overall some 4.4% were active at least once.
